Tb PFK inh: blocks T. brucei phosphofructokinase; O15648; T. brucei PFK, ADP-Glo luminescence; Potency, µM (titrated, usually from 57.5 µM), without a hit: at the highest dose activity, negative = inhibition, hits mostly inhibitors; actives 0.17% (n = 330,000); AID 485367;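 also: potency is read from the fitted curve at half-maximal effect; 0% = uninhibited 1x PFK enzyme wells and -100% = no-enzyme wells; nearly all actives have a fitted effect of over 60% in size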
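1.25 nM PFK with 0.5 mM F6P and 0.1 mM ATP in 0.1 M TEA pH 8.0, 5 mM MgCl2, incubated 45 min at room temperature; ADP measured by ADP-Glo luminescence; compounds titrated up to 57 uM.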
ELG1 repair inh: ELG1-dependent DNA repair inhibition. actives 2.3% (n = 330,000). Potency, µM (doses to about 46.1 µM), without a hit: at the highest dose activity change, negative = inhibition, hits mostly inhibitors. HEK293T ELG1-luciferase reporter, luminescence, 16 h; DNA damage induced by 5-fluorouridine; also: potency is read from the fitted curve at half-maximal effect; % is scaled to controls: 0 for no effect and ±100 for the full control effect; nearly all actives have a fitted effect of over 55% in size
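5-Fluorouridine DNA damage + compound/DMSO, 2,000 cells/well, 16 h, 37 °C/5% CO2. ONE-Glo, 30 min RT, luminescence. Readout = decrease in reporter signal.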
ASM inhibitor: inhibitors of human secretory acid sphingomyelinase. actives 0.006% (n = 340,000). Potency, µM (series often up to 57.5 µM), for the others: at the top dose activity change, negative = inhibition, most hits filed as inhibitors. placental ASM, HMU-PC fluorogenic substrate, 60 min. P17405; also: potency is read from the fitted curve at half-maximal effect
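qHTS format. ASM enzyme prepared from human placenta hydrolyses the fluorogenic substrate HMU-PC0 (9 uM final) over 60 min at 37 °C after a 10 min compound preincubation.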
BCR signal inh: chronic active BCR signaling inhibition; AID 493014; Potency, µM (doses to about 46.1 µM), without a hit: at the top dose ratio change, negative = lower green/red ratio, most hits filed as inhibitors; ABC-DLBCL IkBa-CBG/CBR reporter, luminescence ratio, 4 h; actives 0.05% (n = 340,000); active = well fitted inhibition curve with a large enough effect in the signal ratio, with a control signal flat, not every such curve was filed as active; inconclusive = small, poorly fitted or top-dose-only effect, or effect the other way, or a change in a side signal; the % refers to the signal ratio;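 also: potency is read from the fitted curve at half-maximal effect; plate controls were basal doxycycline-induced cells for no effect and cells given 10 µM MG132 for full effect; MG132 reads +100%, hits lower the ratio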
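TMD8 human ABC-DLBCL cells with doxycycline-inducible IκBα–green luciferase fusion and unfused red luciferase, in 0.5% FBS medium; compounds up to 46 uM, 4 h at 37C. Green/red luminescence ratio, filter-overlap corrected, fitted to concentration-response curves.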
TSHR antag: blocks TSH signaling through the human TSH receptor. actives 0.2% (n = 330,000). TSHR-expressing cells, TSH-stimulated cAMP HTRF, 2 h; stronger effect = lower value. activity change, negative = inhibition, % at 11.5 µM. AID 504810. P16473;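 active = activity change below a set negative limit, meaning inhibition stronger than a set level, cut at about -70% in these data; inconclusive = activity change between two set negative limits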; also: % is scaled to controls: 0 for no effect and ±100 for the full control effect
Target sequence (P16473 whole entry, looked up): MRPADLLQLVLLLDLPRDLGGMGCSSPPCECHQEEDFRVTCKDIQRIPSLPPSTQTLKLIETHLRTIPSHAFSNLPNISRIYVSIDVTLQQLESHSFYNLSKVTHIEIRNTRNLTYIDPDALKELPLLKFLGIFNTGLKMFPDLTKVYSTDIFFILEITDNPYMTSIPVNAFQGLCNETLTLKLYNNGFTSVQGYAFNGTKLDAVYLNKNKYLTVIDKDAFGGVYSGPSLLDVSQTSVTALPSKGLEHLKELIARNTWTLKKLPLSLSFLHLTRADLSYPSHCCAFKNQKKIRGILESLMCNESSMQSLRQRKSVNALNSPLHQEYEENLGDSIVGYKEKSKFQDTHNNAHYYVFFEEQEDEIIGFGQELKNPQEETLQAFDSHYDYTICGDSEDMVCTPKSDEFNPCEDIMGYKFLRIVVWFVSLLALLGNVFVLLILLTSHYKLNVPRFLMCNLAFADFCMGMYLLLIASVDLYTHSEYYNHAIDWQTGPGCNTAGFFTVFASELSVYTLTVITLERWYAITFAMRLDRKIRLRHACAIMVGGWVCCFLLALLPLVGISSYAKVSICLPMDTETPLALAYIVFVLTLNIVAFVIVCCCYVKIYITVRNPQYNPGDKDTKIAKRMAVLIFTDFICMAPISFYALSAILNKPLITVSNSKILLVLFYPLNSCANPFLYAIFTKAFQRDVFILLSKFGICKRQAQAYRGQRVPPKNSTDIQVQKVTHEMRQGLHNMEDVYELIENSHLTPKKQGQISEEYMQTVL
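Competitive HTRF cAMP read-out (cryptate anti-cAMP antibody, cAMP-d2; 30 min, room temperature) in freshly harvested TSHR cells. Compounds added before TSH at EC80 (4nM final), followed by 2 hours' incubation at 37 deg C.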
Eya2 inh: blocks the phosphatase activity of human Eya2; O00167; recombinant Eya2, OMFP fluorescence dephosphorylation (OMFP is methylfluorescein phosphate); Potency, µM (highest dose often 76.9 µM), inactives show at the top dose activity, negative = inhibition, usual class: inhibitors; actives 0.006% (n = 330,000); also: potency is read from the fitted curve at half-maximal effect; % is scaled to controls: 0 for no effect and ±100 for the full control effect
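Eya2 protein (added as 0.2 uM solution) was preincubated with compound for 10 min at ambient temperature in 50 mM HEPES pH 7.5, 50 mM NaCl, 5 uM MgCl2, 0.05% BSA, 1 mM DTT. OMFP (added at 50 uM) then reacted 10 min; fluorescence read at 485/525 nm.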
TCR activator: activates T cell receptor signaling | primary human leukocytes, anti-CD3, IL-2 HTRF, 48 h | 330,000 tested, under 10 active | Potency, µM (series often up to 9.22 µM), for inactives: at the top dose activation of IL-2 secretion, hits mostly activators; also: % of control where 0% means no effect
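Primary human leukocytes were stimulated with a-CD3 beads plus compounds for 48 hr without co-stimulation; secreted IL-2 was quantified by HTRF using a-IL-2-K (europium cryptate) and a-IL-2-d2, excited at 320nm with acceptor emission read at 665nm.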
PTAP TSG101 blk: blocks PTAP/TSG101 interaction to inhibit HIV-1 budding; Potency, µM (series often up to 115 µM), inactives show at the top dose activity change, negative = inhibition, usual class: inhibitors; Q99816; Fluorescence polarization, FITC-PTAP peptide / Tsg101 binding; 340,000 tested, under 10 active; AID 493005; active = well fitted inhibition curve with a large enough effect in the main read-out, with a control signal flat, not every such curve was filed as active; inconclusive = small, poorly fitted or top-dose-only effect, or effect the other way, or a change in a side signal; inactive = no such curve, though single readings can be large or run the other way; also: potency is read from the fitted curve at half-maximal effect; % of control where 0% means no effect
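Fluorescence anisotropy tracks displacement of a FITC-tagged PTAP peptide (50 nM) from the Tsg101 binding domain (10 uM), following a 20 min room-temperature incubation at pH 7.5.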
Mito fusion act: blocks mitochondrial division or promotes mitochondrial fusion; S. cerevisiae fusion-defective mutant growth rescue, CellTiterGlo 48 h; Potency, µM (series often up to 46.1 µM), without a hit: at the highest dose growth rescue (activation), actives largely listed as activators; actives 0.23% (n = 320,000); AID 485298;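 also: potency is read from the fitted curve at half-maximal effect; % of control where 0% means no effect; nearly all actives have a fitted effect of over 45% in size; temperature-sensitive fusion mutants such as fzo1-1 at 37 °C on non-fermentable ethanol glycerol medium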
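Growth-rescue viability read-out: after 48 h at the non-permissive 37C in glycerol/ethanol YPEG, yeast mitochondrial fusion mutants are measured by CellTiterGlo luminescence; compounds (23 nl pinned per well) restoring growth score as division inhibitors or fusion activators.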
a7 integrin act: integrin-mediated muscular dystrophy alleviation activation. alpha7betagal myoblasts, beta-gal FDG fluorescence, 48 h. Potency, µM (titrated, usually from 38.3 µM), for the others: at the top dose activation, actives largely listed as activators. actives 0.064% (n = 350,000). AID 624291;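 also: potency is read from the fitted curve at half-maximal effect; 100% = response of the positive control SU9516; nearly all actives have a fitted effect of over 60% in size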
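Alpha7betagal+/- myoblasts (passage 13) were plated 16-24 hr, then exposed to compounds (1:260 dilution of DMSO stock) for 48 hours at 37C. After MPER lysis, β-galactosidase reporter activity was read as FDG fluorescence (ex 480/em 540) after 30 minutes.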
AT treatment: potential ataxia-telangiectasia treatments restoring KAP-1 phosphorylation; […] A-T fibroblasts, KAP-1 phosphorylation AlphaLISA; neocarzinostatin DNA damage 30 min before lysis; Potency, µM (titrated, usually from 57.5 µM), for inactives: at the highest dose activation, usual class: activators; actives 0.19% (n = 320,000); AID 485349; also: potency is read from the fitted curve at half-maximal effect; % of control where 0% means no effect; nearly all actives have a fitted effect of over 45% in size
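ATM-like activity read as KAP-1 phosphorylation via AlphaLISA donor/acceptor antibody pairs after lysis and 6 hr at 25C. Cells were ATM-null patient fibroblasts ([…], hTERT), dosed 60 min, then exposed to the DSB inducer NCS for 30 min.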
* marks the source's active call; other numbers are inactive results; i = inactive; ? = inconclusive; nt = not tested or not shown; & = joins results of further samples; [ ] = dose if it differs, or a comment. Unless noted, calls follow the shape of the dose curve; as a rule, active = well fitted curve in the direction sought with a large enough effect; inconclusive = small, poorly fitted or top-dose-only effect, or another doubt; inactive = no such curve, though single readings can be large; an effect the other way counts as inactive or inconclusive. These rows are one share of the data; the hit share may differ from the screen's.

SMILES	Tb PFK inh	ELG1 repair inh	ASM inhibitor	BCR signal inh	TSHR antag	Eya2 inh	TCR activator	PTAP TSG101 blk	Mito fusion act	a7 integrin act	AT treatment
Cc1ncc([N+](=O)[O-])n1CCOc1nonc1N	-1%	0%	5%	-1%	18	4%	6%	0%	3%	-23%	12%
CCOc1ccccc1-n1c(O)c(C=NCc2ccc3c(c2)OCO3)c(=O)[nH]c1=O	-3%	0%	1%	-1%	1	-3%	-4%	-5%	7%	3%	3%
COc1ccc(-c2csc(NC(=O)COC(=O)Cc3ccccc3)n2)cc1OC	0%	19%	nt	-10%	11	0%	-3%[46.1 µM]	nt	-3%	nt	0%
O=C(c1ccncc1)C12CN3CN(CN(C3)C1)C2	6%	13%	5%	-3%	-2	17%	0%	-1%	-6%	23%	-5%
CCCN1CCC(NC2CCC(O)CC2)CC1 (configuration not stated)	2%	-11%	-1%	-5%	13	-14%	nt	-6%	0%	-4%	6%
Cc1ccc2occ(CN3CC4CC(C3)c3cccc(=O)n3C4)c(=O)c2c1 (configuration not stated)	2%	6%	4%	1%	-1	11%	3%	-1%	1%	-13%	5%
COC(=O)c1cc(NC(=O)Nc2cccc(Cl)c2)ccc1Cl	-9%	-1%	-24%	?	-13	-25%	2%	-9%	-19%	-60%[inhibitor]	6%
O=C(CSc1ccccc1)N1CCC2(CC1)OCCO2	0%	?	0%	?	-4	7%	0%	1%	-2%	-28%	4%
CCOP(=S)(OCC)SCOC(=O)NCC(=O)OC	-4%	5%	1%	5%	5	11%	-5%	-2%	-3%	-5%	6%
CCC(=NCc1cccnc1)c1c(O)n(C2CCCCC2)c(=O)[nH]c1=O	0%	-14%	-3%	4%	-3	0%	-1%	-5%	1%	-10%	1%
O=Cc1cn(Cc2c(F)cccc2Cl)c2ccccc12	3%	?	-4%	-18%	-24	4%	-1%	-3%	-15%	-23%	5%
COc1ccc(Cc2c(O)[nH]c(=O)[nH]c2=O)c(OC)c1	2%	16%	-4%	-3%	9	8%	4%	-1%	1%	-11%	3%
N#CC12CNCC1CN=N2 (configuration not stated)	1%	0%	1%	-1%	5	12%	-5%	0%	2%	3%	-2%
O=C(O)c1ccccc1SCC(=O)N1c2ccccc2Sc2ccccc21	1%	?	7%	-1%	37	7%	1%[46.1 µM]	-2%	2%	-1%	19%
O=C(CN1CCCCC1)c1ccc(OC(F)F)cc1	8%	26%	3%	0%	9	1%	-8%[46.1 µM]	0%	1%	-5%	-2%
COC(=O)C1=C(c2ccc(F)cc2F)C[C@@H]2CC[C@H]1N2C(=O)NCc1ccc(C(F)(F)F)cc1	-1%	-1%	-1%	1%	-7	7%	4%	-1%	-14%	-4%	-1%
Cc1[nH]c2ccc(OC(=O)N3CCOCC3)cc2c1C(=O)OC(C)C	1%	?	-3%	?	-8	-13%	1%	-1%	0%	-18%	3%
Cn1nc(N)c2c1N=P(N1CCOCC1)(N1CCOCC1)N=C2c1ccccc1	0%	-7%	0%	-7%	9	-16%	1%	1%	-3%	18%	nt
COC(=O)C1=C(c2ccc(OC)c(OC)c2)C[C@@H]2CC[C@H]1N2C(=O)N1CCCCC1	1%	14%	-2%	-1%	21	-27%	9%	-3%	4%	-3%	0%
O=C(COc1ccc(Cl)cc1)N1CCN(Cc2ccc([N+](=O)[O-])cc2)CC1	-23%	?	2%	8%	-21	0%	-5%	0%	16%	-30%	7%
CNC(=O)Oc1ccc(-c2cn3cc(C)ccc3n2)cc1	-26%	?	5%	?	-3	-2%	3%[46.1 µM]	-2%	-6%	14%	14%
COc1ccc(NC(=O)CCCn2c(=O)oc3ccccc32)cc1Cl	1%	?	0%	?	1	-14%	-3%[46.1 µM]	-7%	4%	6%	0%
C=CCn1c(O)c(C=Nc2ccccc2)sc1=S	11%	?	-2%	?	-2	-1%	4%	-8%	-7%	24%	-6%
COC(=O)C1C2CC[C@@H](CC1OC(=O)c1ccccc1)N2 (some centres not stated)	-3%	16%	4%	1%	4	-44%	2%	4%	nt	nt	0%
CC(CCc1ccccc1)NCCC#N (configuration not stated)	2%	?	2%	-1%	0	-2%	3%	-1%	1%	-27%	-3%
Cc1ccc2c(c1)C1CN(C)CCC1N2S(=O)(=O)c1ccccc1 (configuration not stated)	-1%	12%	5%	?	-5	6%	-5%	-8%	-12%	37%	nt
CN1CCN(C(=O)COc2ccc(Oc3ccccc3)cc2)CC1	0%	-12%	3%	-1%	-3	-7%	-1%	3%	4%	2%	1%
Cc1c(C)c2ccc(OCC(=O)N3CCN(Cc4ccccc4)CC3)cc2oc1=O	6%	11%	1%	6%	1	6%	2%	-4%	nt	5%	-1%
CCCN1C2CCCC1CC(NC(C)=O)C2 (configuration not stated)	1%	13%	2%	18%	-5	16%	5%	-1%	-2%	-16%	0%
CC(NS(=O)(=O)OCC(Cl)(Cl)Cl)c1ccccc1 (configuration not stated)	2%	20%	0%	0%	3	-8%	-3%	-2%	2%	-8%	6%
Cc1ccc(C(=O)Nc2nc3ccccc3n2CCN2CCCC2)cc1	0%	?	8%	?	0	0%	-7%	-4%	-3%	-39%	-3%
CSc1ccc(C(=O)C2CCCN(Cc3cnc(SC)nc3)C2)cc1 (configuration not stated)	1%	-19%	7%	-19%	-5	-4%	6%	0%	?	-20%	1%
Cc1nn(-c2ccccc2)c(N)c1-c1ccccc1	-3%	?	-1%	?	-10	8%	-4%	0%	-3%	-10%	1%
COCCN1C(=O)/C(=C/c2c(OC)cc(OC)cc2OC)C(=O)N(c2ccccc2)C1=O	-4%	16%	3%	-3%	2	-3%	-5%	-6%	2%	-10%	-11%
O=C1NC(=O)N(CCc2ccc(F)cc2)C(=O)/C1=C\C=C\c1ccccc1	-1%	?	-2%	11%	-7	3%	-6%	-2%	14%	14%	2%
COc1ccc(-c2cc(=NCCC(=O)O)c3cc(C)ccc3o2)cc1	?	?	i	?	5	7%	1%	-1%	10%	-13%	6%
COc1cccc(CN2CCCCC2c2cccnc2)c1 (configuration not stated)	-6%	?	5%	1%	4	16%	3%	-10%	5%	0%	5%
CCS(=O)(=O)Nc1cccc(C(=C2CCCCC2)c2cnc[nH]2)c1	-3%	1%	4%	-3%	-8&12	-6%&12%	-10%	-5%	4%&3%	nt	-7%
CC(C)c1nnc(NC(=O)c2nc(S(=O)(=O)Cc3ccccc3)ncc2Cl)s1	-1%	?	-2%	?	?	10%	7%	2%	-38%[inhibitor]	0%	-7%
O=C1NC(=O)N(Cc2ccco2)C(=O)/C1=C\c1cccn1CCOc1ccc(Cl)cc1	-9%	?	-20%	?	9	6%	4%[46.1 µM]	2%	5%	1%	5%
CC[N+](CC)(CC)CC	-6%	9%	-5%	-5%	-11&5	0%&-6%	18%	-3%	3%&-4%	nt	-59%[inhibitor]
CCCC(=O)Nc1ccc(N2CCN(CC)CC2)c(Cl)c1	2%	-1%	-1%	-4%	-3	14%	3%	0%	-3%	-15%	0%
O=[N+]([O-])c1ccc(NCc2ccccc2)c2nonc12	-25%	-1%	-1%	6%	-1	?	-1%	?	-7%	-44%	11%
COc1cccc(-c2nc(CS(=O)CC(=O)N3CCC4(CC3)OCCO4)c(C)o2)c1 (configuration not stated)	0%	-2%	-1%	5%	19	6%	3%	-2%	-6%	-4%	-3%
COc1ccc(C2SCC(=O)Nc3c2c(=O)[nH]n3C2CCCCCC2)cc1 (configuration not stated)	0%	?	3%	3%	-10	-3%	2%	1%	8%	10%	0%
CCC(C)N1C(=O)NC(=O)C2(Cc3c(ccc4ccccc34)N(C)C2)C1=O (configuration not stated)	1%	?	-8%	-4%	-12	0%	-8%	-6%	14%	-20%	-5%
